# Source: PubChem (Broad Institute)
# CASP6 VEID inh: caspase-6 (human) enzyme inhibition; AID 686996; actives 0.53% (n = 350,000); inhibition, % at 12.5 µM; P55212; purified caspase-6, Z-VEID-R110 cleavage fluorescence;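 active = mean inhibition across replicates at least about 35%, with every replicate also reaching that limit, limit read from the data; inconclusive = only one of the two criteria met; inactive = neither criterion met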;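 note: 0% = median of neutral control wells and 100% = no fluorescence left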
# esBAF inh: inhibitors of esBAF chromatin remodeling in mouse ES cells; Bmi1-luciferase knock-in reporter, 24 h; 100% = twice the neutral-well signal; reporter increase, % at 12.5 µM; actives 2% (n = 350,000); in the data active = activation above about 40%; inconclusive = no clear call, values can overlap the other calls;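 note: 0% = median of the plate's neutral control wells and 100% = double that signal; a rise in the Bmi1 reporter signal indicates esBAF inhibition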
# ERp5 inh: blocks human ERp5 reductase activity on insulin; Q15084; inhibition, % at 9.99 µM; actives 0.05% (n = 350,000); ERp5 insulin aggregation, absorbance 650 nm, 90 min;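 active = mean replicate inhibition above about 25%, with every replicate also reaching it, limit read from the data, passing the limit was not always enough; inconclusive = only one of those two criteria met; inactive = neither criterion met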
# Target sequence (Q15084 whole entry, looked up): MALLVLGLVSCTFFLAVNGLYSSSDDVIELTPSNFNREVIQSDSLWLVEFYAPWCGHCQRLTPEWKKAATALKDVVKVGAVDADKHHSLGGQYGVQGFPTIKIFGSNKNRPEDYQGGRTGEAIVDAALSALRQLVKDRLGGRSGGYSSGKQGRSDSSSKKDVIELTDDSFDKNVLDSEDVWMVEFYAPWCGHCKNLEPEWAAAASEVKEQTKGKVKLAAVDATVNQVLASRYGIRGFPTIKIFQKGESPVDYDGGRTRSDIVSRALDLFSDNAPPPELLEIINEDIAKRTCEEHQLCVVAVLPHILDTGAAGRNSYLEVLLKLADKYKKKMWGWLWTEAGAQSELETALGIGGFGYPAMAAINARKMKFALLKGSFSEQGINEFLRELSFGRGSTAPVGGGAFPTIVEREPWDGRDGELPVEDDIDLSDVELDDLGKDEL
# RAD52 anneal inh: blocks human RAD52 DNA annealing. recombinant RAD52 DNA annealing, FRET fluorescence. inhibition, % at 18.7 µM. actives 0.46% (n = 360,000);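 active = every replicate showing at least 50% inhibition; inconclusive = mean inhibition at least 50% but not in every replicate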
# Target sequence (P43351 whole entry, looked up): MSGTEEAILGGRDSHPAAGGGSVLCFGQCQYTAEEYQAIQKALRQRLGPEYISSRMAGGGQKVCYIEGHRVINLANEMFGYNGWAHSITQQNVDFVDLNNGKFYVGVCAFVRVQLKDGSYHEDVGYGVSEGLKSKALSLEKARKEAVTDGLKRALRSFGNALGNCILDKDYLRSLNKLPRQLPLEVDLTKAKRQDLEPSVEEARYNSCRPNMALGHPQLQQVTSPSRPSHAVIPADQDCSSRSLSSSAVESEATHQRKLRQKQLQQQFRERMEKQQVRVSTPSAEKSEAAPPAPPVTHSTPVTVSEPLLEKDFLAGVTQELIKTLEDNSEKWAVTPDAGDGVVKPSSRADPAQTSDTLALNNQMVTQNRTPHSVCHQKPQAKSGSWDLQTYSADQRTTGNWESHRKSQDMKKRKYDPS
# RAD54 branch: blocks human RAD54 Holliday junction branch migration; FAM/BHQ fluorescence; actives 0.14% (n = 360,000); inhibition, % at 10.4 µM;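 active = mean normalized replicate activity at least 40 and at least half of replicates scoring 40 or more; inconclusive = only one of the two criteria met; inactive = mean below 40 and under half of replicates reaching 40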;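 note: 0% = median of neutral control wells and 100% = median of positive control wells; inhibitors cause a drop in the FAM fluorescence signal; in these data hits start at about 50%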
# E-sel inducer: E-selectin induction on HUVECs | HUVEC E-selectin immunofluorescence imaging; normalized: neutral wells 0, TNF-alpha wells 100 | actives 0.37% (n = 260,000) | P16581 | activation, % at 7.58 µM;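 active = mean E-selectin-positive cell signal at least 10% of the positive control, reached in at least 60% of replicates, without over 20% cell loss; inconclusive = no rule given, readout overlaps actives, possibly toxicity-flagged; inactive = the rest, including those meeting only one limit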;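 note: in these data hits start at about 27%; measured in HUVEC primary endothelial cells; signal is the percent of cells scored E-selectin positive by PE staining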
#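 Assay system: HUVEC primary endothelial cells. Input: 3,000 HUVEC seeded per well. Doses: one compound dose added by pin transfer. Read-out basis: % PE-positive cells. Benchmarks: TNF-alpha high, DMSO low. Detection: immunofluorescence imaging. Buffer or medium: EGM-2, gelatin.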
# PglD inh: inhibitors of Campylobacter jejuni PglD acetyltransferase. purified PglD enzyme, DTNB colorimetric CoA detection. inhibition, % at 12.5 µM. actives 0.098% (n = 360,000). AID 602405; in the data active = inhibition above about 16%, passing the limit was not always enough; inconclusive = no clear call, values can overlap the other calls; note: strong numbers were not always called active
# ARNT-TACC3 inh: disrupts binding between human ARNT and TACC3. AID 623870. Q9Y6A5. inhibition, % at 9.99 µM. actives 0.66% (n = 390,000). AlphaScreen His-ARNT PAS-B/GST-TACC3 binding, luminescence; TACC3 fragment carries E629A point mutation;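 active = mean inhibition of replicates at least 50% and at least half of replicates each reaching 50%; inconclusive = half or more replicates reach 50% but mean below 50%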;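 note: 0% = complete ARNT plus TACC3 wells and 100% = ARNT alone without TACC3; many hits fall short of the cut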
# * = called active by the depositor; ? = inconclusive; nt = no result given; & = joins results of further samples. The order is random; about 3.2% have a hit in one of these screens.
SMILES,CASP6 VEID inh,esBAF inh,ERp5 inh,RAD52 anneal inh,RAD54 branch,E-sel inducer,PglD inh,ARNT-TACC3 inh
COc1ccc(C#Cc2ccc3c(c2)O[C@H](CN(C)C)[C@@H](C)CN([C@H](C)CO)S3(=O)=O)cc1,1,-8,0,-13,2,-0.5,1,8
CCCC(=O)Nc1c2c(nn1-c1ccc(C)cc1C)CSC2,nt,3,nt,nt,0,nt,-3,-1
CN(CC(=O)Nc1ccc(F)c(F)c1F)C(=O)Cc1ccc(S(=O)(=O)N2CCOCC2)s1,-43,1,-3,-13,3,2.9,0,3
CC1CCCN(C(=O)CCS(=O)(=O)Cc2ccccc2)C1 (centres undefined),nt,5,nt,nt,7,nt,6,7
COc1ccc(S(=O)(=O)N2CCC(C(=O)NCCC(=O)NCc3ccncc3)CC2)cc1,-4,3,0,-10,-2,nt,-6,1
COc1cc(C2c3cc4c(cc3OC(N3CCCCC3)C2C)OCO4)cc(OC)c1O (centres undefined),-1,nt,-7,16,nt,-0.9,nt,-5
Cc1ccc(S(=O)(=O)Nc2ccc3c(c2)CC(=O)N([C@@H](C)CO)C[C@@H](C)[C@@H](CN(C)C(=O)Nc2cccc4ccccc24)O3)cc1,-1,-1,-4,2,7,0.3,1,0
CCC1NC(=S)NC(C)=C1C(=O)c1ccccc1 (centres undefined),1,7,-5,-16,-2,-0.6,1,-5
COc1ccccc1CN1C[C@@H]2N[C@H](C1)C2c1ccc(-c2ccc(C#N)cc2)cc1 (some centres undefined),-4&-1,nt,0&-3,43&32,nt,0.5&-0.2,nt,nt
Cc1cc(C)n2nc(C(=O)N/N=C/c3cccs3)nc2n1,-1,-3,2,5,3,nt,1,8
CC1=N/C(=C\c2ccccc2Cl)C(=O)O1,1,nt,-4,-9,nt,nt,nt,-8
COc1cccc(NC(=O)C2CSC3(C)CCC(=O)N23)c1 (centres undefined),2,nt,-6,-6,-3,nt,-3,0
Cc1ccc(N2C(=S)NC3c4cc(Cl)ccc4OC2(C)C3C(=O)N(C)C)cc1 (centres undefined),-2,-12,-6,-3,-2,nt,5,6
O=C1c2ccccc2C(O)(c2ccccc2)N1c1ccncc1 (centres undefined),-1,0,2,-4,-1,0.5,0,-5
CC1(C)C(=O)Nc2ccccc2N1C(=O)COC(=O)C12CC3CC(CC(O)(C3)C1)C2,nt,21,nt,nt,-2,-0.4,2,3
O=C(N[C@H]1CC[C@H](CCNC(=O)c2cnccn2)O[C@@H]1CO)c1ccc2c(c1)OCO2,2,0,0,4,2,-0.3,4,-1
COc1ccc(Nc2nc(N)c([N+](=O)[O-])c(N3CCCC3)n2)cc1,2,4,-4,6,-12,0.1,-9,14
CCOC(=O)CSc1nc2cc3c(cc2cc1C)OCO3,4,5,-2,-20,-5,nt,-2,-3
CCOC(=O)C1CCN(C(=O)COC(=O)c2c(C)c(CC)nc3ccccc23)CC1,4,8,1,-4,-10,0.4,-4,-8
O=C(O)C[C@H]1c2ccccc2S(=O)(=O)N1C1CCCC1,0,-9,3,-11,-10,0.0,3,7
Cc1ccc2c(c1)N(C(=O)CCC(=O)N1CCC(C(N)=O)CC1)CCO2,-3,-4,5,-4,4,nt,9,nt
O=C(Nc1cccc(F)c1)c1ccc(CSc2ccccc2)o1,3,nt,3,-8,nt,1.2,nt,nt
Cc1ccc(CSc2nnc(C)c(=O)[nH]2)cc1,1,nt,3,-15,nt,0.8,nt,nt
Cc1oc(-c2ccccc2)nc1C(=O)OCC(=O)NC(=O)NCC(C)C,nt,14,nt,nt,-5,nt,1,-5
O=C(c1cccc(S(=O)(=O)NCCOc2ccccc2)c1)N1CCN(c2ncccn2)CC1,nt,13,nt,nt,5,nt,-1,-5
ClC(Cl)(Cl)C1=NCc2nnn(Cc3ccccc3)c2N1,3,-7,-7,-14,2,-0.1,-4,nt
C[C@H]1CN([C@@H](C)CO)C(=O)c2cc(-c3ccccc3F)cnc2O[C@H]1CN(C)C(=O)NC1CCCC1,-1,-6,-5,-1,-1,-5.9,0,-11
Cc1ccc(S(=O)(=O)N2CCN(C(=O)c3cc(S(=O)(=O)N(C)C)ccc3N3CCCC3)CC2)cc1,-2,nt,10,-13,6,nt,-1,0
O=C1CC(N2CCC(C(=O)N3CCCCC3)CC2)C(=O)N1 (centres undefined),nt,-6,nt,nt,3,nt,2,2
CN(Cc1ccccc1)C(=O)COC(=O)c1cc(=O)c2ccccc2o1,-1,-2,0,-10,2,-0.7,-6,4
CC(=O)c1csc(Nc2ccccc2Cl)n1,3,nt,1,-13,4,0.1,3,-1
COc1ccc(-c2nc(CS(=O)(=O)CC(=O)Nc3ccc(Cl)cc3)c(C)o2)cc1,0,66*,0,-5,-4,0.2,-5,6
Cc1ccc(CN2CCC(CO)(CC3CCCCO3)CC2)o1 (centres undefined),-5,nt,5,-21,nt,nt,nt,-7
O=C(c1cccc(F)c1)N(Cc1nc2ccccc2c(=O)[nH]1)C1CCCC1,2,nt,1,-16,nt,nt,nt,-3
CCOCCCNCc1ccc(OC)cc1,nt,-7,nt,nt,0,nt,-5,-2
O=S(=O)(c1ccc(Cl)cc1)N1CCN(Cc2ccncc2)CC1,2,5,-1,-4,-3,0.2,4,-3
COc1ccc(OCc2cc(C(=O)N3CCN(C4CCCC4)CC3)no2)c(Cl)c1,4,?,5,-8,-12,nt,2,-1
C[C@H]1CN([C@@H](C)CO)S(=O)(=O)c2ccc(-c3cccnc3)cc2O[C@H]1CN(C)C(=O)c1cccc(F)c1,-3,0,-6,-5,-31,0.3,-1,-2
COc1cc(NC(=O)CN2C(=O)NC3(CCOc4ccccc43)C2=O)cc(OC)c1 (centres undefined),-188,1,0,-10,4,nt,-8,5
CCCCn1c(N)c(N(CC(C)C)C(=O)CSCc2c(C)noc2C)c(=O)[nH]c1=O,-1,4,-3,-10,-10,nt,0,1
COc1ccc(NC(=O)CN(c2ccc(C)cc2)S(C)(=O)=O)c(OC)c1,nt,5,nt,nt,-3,nt,-1,-4
COc1cccc(/C=N\NC(=O)c2sc(N)nc2C)c1OC,nt,8,nt,nt,5,nt,3,-1
CCCN(CC1CC1)c1nc(C)nc(Nc2c(Cl)cc(Cl)cc2Cl)c1Cl,nt,2,0,4,-1,0.4,-2,-5
CC(C)[C@H](CO)Nc1nc(Nc2ccc(Cl)c(C(=O)O)c2)c2ncn(C(C)C)c2n1,5,1,-3,-5,-1,0.1,6,2
O=C(O)c1cnc(-c2ccccc2)nc1Oc1ccccc1,1,-6,5,-18,-7,nt,-2,-1
NNC(=O)CS(=O)(=O)c1ccc(Cl)cc1,1,0,-1,0,nt,0.0,nt,-1
CC(C)(C)OC(=O)N[C@@H](Cc1ccccc1)C(=O)N1CCC(C(=O)N[C@@H](CCC(N)=O)C(=O)O)CC1,2,-5,-2,0,-9,0.5,10,-1
COc1ccc(CNc2nc3nc(-c4ccccc4)cc(=O)n3[nH]2)cc1OC,nt,-4,nt,nt,-3,nt,-3,11
O=C(c1cc(COc2cccc3cnccc23)on1)N1CCC(c2ccccc2Cl)C1 (centres undefined),0,8,2,-100,-6,0.1,-5,3
CCOC(=O)CN=C/C(C(=O)Nc1nccs1)=C(/C)O,0,nt,3,0,nt,-0.1,nt,-7
O=C(O)c1ccc(Cl)c(S(=O)(=O)Nc2cccc(C(=O)Nc3cccc(C(F)(F)F)c3)c2)c1,0,-6,-6,-27,4,9.2,0,13
O=C(C[C@H]1C[C@H]2c3cc(NS(=O)(=O)c4ccc(F)cc4)ccc3O[C@H]2[C@@H](CO)O1)NCc1cccc(F)c1,3,9,-3,5,0,0.0,2,1
COc1ccc(C#Cc2ccc([C@@H]3[C@H]4CN(C(=O)NC(C)C)CC(=O)N4[C@H]3CO)cc2)cc1,1,nt,0,11,nt,2.8,nt,nt
C[C@H]1CCCCO[C@H](CN(C)S(=O)(=O)c2ccc(F)cc2)[C@@H](C)CN([C@@H](C)CO)C(=O)c2cc(NS(=O)(=O)c3ccc(F)cc3)ccc2O1,nt,-1,nt,nt,3,6.0,1,7
CCS(=O)(=O)Nc1ccc2c(c1)N(C(C)=O)c1ccccc1CC2,nt,-8,nt,nt,4,nt,-6,11
COc1ccc(NC(=O)Nc2ccc3c(c2)C(=O)N([C@H](C)CO)C[C@@H](C)[C@H](CN(C)C)O3)cc1,1,0,2,1,1,-2.8,-8,-12
COc1cccc(/C=C/C(=O)Nc2ccc3nc4n(c(=O)c3c2)CCCC4)c1OC,3,nt,4,-18,nt,nt,nt,19
CCOC(=O)c1sc(NC(=O)CSc2nc(-c3ccco3)cc(C(F)(F)F)n2)c(C#N)c1C,4,-17,3,-6,-3,nt,1,-2
Cc1ccc(S(=O)(=O)N2CC[C@@H]3[C@@H](CO)N(C)c4ccc(-c5cccc(C#N)c5)cc4[C@@H]32)cc1,-3,-1,5,-6,1,-0.3,-1,-7
CCN1CCN(c2oc(-c3ccccc3)nc2S(=O)(=O)c2ccc(C)cc2)CC1,-2,nt,3,-3,13,-0.3,4,8

# Next section
SMILES,CASP6 VEID inh,esBAF inh,ERp5 inh,RAD52 anneal inh,RAD54 branch,E-sel inducer,PglD inh,ARNT-TACC3 inh
FC(F)(F)c1nnc(-c2ccccc2)nc1Sc1ccccc1,nt,-14,nt,nt,0,nt,2,-13
C/C=C/c1ccc2c(c1)O[C@H](CN(C)C(=O)CC1CC1)[C@@H](C)CN([C@H](C)CO)S2(=O)=O,2,2,-3,16,1,-0.1,4,-11
CNC(=O)C[C@H]1C(=O)N(c2ccc(OC)cc2)C[C@@H]1C,5,4,-1,-2,nt,-0.1,nt,nt
COc1ccccc1-n1c(SCC(=O)N2CCCC2)nc2cccnc21,nt,-3,nt,nt,0,nt,-3,-2
Cc1ccc(S(=O)(=O)Nc2ccc3c(c2)CC(=O)N([C@H](C)CO)C[C@@H](C)[C@H](CN(C)S(=O)(=O)c2cn(C)cn2)O3)cc1,-1,3,-2,14,-3,-0.2,-3,10
Cc1c(Cc2ccccc2)sc(NC(=O)Cc2ccccc2)c1C(N)=O,-2,nt,-3,-32,-8,nt,4,nt
O=C(N/C(=C/c1ccccc1Cl)C(=O)N1CCCCC1)c1ccco1,-2,nt,-2,3,6,1.4,-3,8
CNCc1c(OCc2ccccc2F)ccc2ccccc12,1,0,1,11,23,5.8,12,nt
C[C@H]1CN([C@@H](C)CO)S(=O)(=O)c2ccc(C#Cc3ccncc3)cc2O[C@@H]1CN(C)C(=O)C1CC1,0,nt,2,-10,-2,1.0,-2,6
CCOc1ccc(CCNC(=O)Nc2ccccc2)cc1OCC,-1,0,-5,-9,-9,0.1,7,-3
COc1cccc(S(=O)(=O)Nc2ccc3c(c2)C(=O)N(C)C[C@@H](OC)[C@H](C)CN[C@@H](C)CO3)c1,1,-3,9,-15,2,0.0,6,-10
N#Cc1nc(-c2ccccc2Cl)oc1N1CCN(C(=O)c2ccco2)CC1,0,-11,4,-2,-2,-0.9,0,-20
COc1ccccc1N(C)S(=O)(=O)c1ccc(C(=O)NCC2CCCCC2)cc1,-4,0,5,-40,0,nt,-3,1
O=C1/C(=C/c2ccccc2)SC(=S)N1C1CCS(=O)(=O)C1 (centres undefined),3,-1,5,-34,3,nt,-7,-5
Cc1ccc(-n2c(SCC(=O)O)nc3sc4c(c3c2=O)C(C)CCC4)cc1 (centres undefined),1,1,1,-13,5,nt,1,-13
